M1 antagonist – blocks the rat M1 muscarinic receptor response to acetylcholine. AID 628. B-score at 10 µM. P08482. actives 3.4% (n = 64,000). CHO-M1 cells, Fluo-4 calcium, ACh EC80 antagonist mode; hits give low values;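 active means calcium fluorescence response, raw or row-and-column corrected B-score, differing from the plate sample mean either way at a set confidence level, mostly lower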
Target sequence (P08482 whole entry, looked up): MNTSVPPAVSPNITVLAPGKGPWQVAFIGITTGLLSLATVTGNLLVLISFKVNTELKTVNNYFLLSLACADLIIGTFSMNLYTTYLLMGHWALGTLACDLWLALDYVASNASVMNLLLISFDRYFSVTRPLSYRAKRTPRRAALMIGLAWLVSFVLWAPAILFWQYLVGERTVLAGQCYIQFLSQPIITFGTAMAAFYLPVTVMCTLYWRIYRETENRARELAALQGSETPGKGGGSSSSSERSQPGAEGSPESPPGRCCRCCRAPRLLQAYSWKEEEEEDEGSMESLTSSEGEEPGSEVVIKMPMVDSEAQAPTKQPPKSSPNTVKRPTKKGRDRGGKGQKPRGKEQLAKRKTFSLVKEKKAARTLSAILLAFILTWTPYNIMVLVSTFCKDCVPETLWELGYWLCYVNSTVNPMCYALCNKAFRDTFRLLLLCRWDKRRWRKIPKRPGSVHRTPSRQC
D1 mod – allosteric modulators of human D1 dopamine receptor | HEK293 D1, CRE-luciferase, dopamine EC30 potentiation; actives deviate in either direction | B-score at 10 µM | P21728 | actives 5.9% (n = 58,000);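 active means luminescence count or its row- and column-corrected plate score outside the 99.7% band of the plate's sample wells, on either side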
Target sequence (P21728 whole entry, looked up): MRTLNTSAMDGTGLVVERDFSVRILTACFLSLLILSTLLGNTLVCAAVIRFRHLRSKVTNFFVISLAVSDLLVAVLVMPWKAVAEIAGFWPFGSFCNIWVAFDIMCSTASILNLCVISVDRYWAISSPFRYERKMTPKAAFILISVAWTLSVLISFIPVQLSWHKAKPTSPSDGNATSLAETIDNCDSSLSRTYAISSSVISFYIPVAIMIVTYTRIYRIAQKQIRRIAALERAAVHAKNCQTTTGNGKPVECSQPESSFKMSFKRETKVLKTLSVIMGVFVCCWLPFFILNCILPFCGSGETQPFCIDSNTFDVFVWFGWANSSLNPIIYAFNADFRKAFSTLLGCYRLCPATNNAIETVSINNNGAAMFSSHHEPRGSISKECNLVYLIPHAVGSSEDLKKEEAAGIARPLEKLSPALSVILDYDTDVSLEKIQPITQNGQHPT
NADH enzymes – inhibition of NAD/NADH coupling enzymes, library profiling; coupled PK/LDH NADH assays, four targets; IC50, µM (highest dose often 10 µM), for the others: at the top dose inhibition; actives 0.02% (n = 65,000); AID 774;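 active means single-dose screening hits from any of four coupled enzyme assays that gave an IC50 when retested across doses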;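 further: the DPM-DC format reads NADH fluorescence rather than 340 nm absorbance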
Ec RNAP inh – inhibitors of Escherichia coli RNA polymerase; E. coli RNA polymerase, fluorescence transcription assay; inhibition, %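 (tested at 10 µM)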; actives 0.2% (n = 62,000); AID 559; in the data active means inhibition above about 20%;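 further: 0% = enzyme without compound and 100% = no enzyme blank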
M1 agonist – activates the M1 muscarinic receptor. actives 3% (n = 64,000). CHO-M1 cells, Fluo-4 calcium fluorescence, agonist mode; hits give high values. B-score at 10 µM;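 active means fluorescence rise, raw or as B-score row- and column-corrected plate score, outside the 99.7% band of its plate's samples, either direction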
5HT1a ag – 5-HT1a (human) receptor agonism | actives 0.56% (n = 65,000) | P08908 | CHO 5-HT1a Ga15 NFAT-bla reporter, FRET ratio; 0% basal, 100% maximal reference agonist | activation, % at 10 µM;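 active means activation above the screen-wide mean activation plus 3 SD, cut at about 19% in these data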;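 further: 0% = DMSO wells and 100% = 5-CT at EC100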
Hsp90 inh – displaces geldanamycin probe from tumor Hsp90. NCI-N417 lysate Hsp90, Cy3B-geldanamycin FP displacement. inhibition, % at 30 µM. actives 0.35% (n = 64,000). AID 429;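 active means inhibition above 50%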;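 further: 0% = tracer plus lysate wells and 100% = tracer alone without lysate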
Her2 expr inh – Her2 kinase expression inhibition; HER2 level % of control, % at 10 µM; AID 645; actives 0.69% (n = 65,000); SKBR-3 HER2 protein level, AlphaScreen, 18-24 h; hits give low values;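 active means HER2 level under 5% of the carrier-only control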;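 further: 100% = DMSO carrier and 0% = 500 nM PU-H71 HSP90 inhibitor; lower value means stronger loss of Her2 protein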
Autofluor 339 – intrinsic fluorescence of library compounds, ex339/em460 – biochemical, MLSMR library, data from DPM-DC assay, artefact control, profiling panel; fluorescence fold increase at 10 µM; actives 5.5% (n = 65,000); compound autofluorescence, ex339/em460 nm, NADH buffer; hits give high values; 1 = no-compound wells, NADH background;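 active means at 10 µM, mean starting fluorescence two-fold or more over control wells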;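 further: signal is the first read of a kinetic run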
Active calls of the source: *; x = no result given; [ ] = remark or other dose.

SMILES,M1 antagonist,D1 mod,NADH enzymes,Ec RNAP inh,M1 agonist,5HT1a ag,Hsp90 inh,Her2 expr inh,Autofluor 339
CCn1ncc(Br)c1C(=O)Nc1ccc(Cl)cn1,0.87,2.1,0%,-6,0.51,0.1,0,97,1.1
CCOc1ccc(N(CC(=O)NCc2ccco2)S(C)(=O)=O)cc1,0.15,-0.028,3%,17,0.12,-0.5,-1,98,1.1
Cc1cc(C)n(-c2nc(NCC(C)O)c3c4c(sc3n2)CCCC4)n1 (centres undefined),-0.67,0.9,4%,-5,0.013,1.9,-12,71,1.8
Cc1ccc(C(=O)OCC(=O)N2CC(=O)Nc3ccccc32)s1,-0.39,0.081,3%,0,0.51,-0.7,-6,114,1
CSc1nnc2n(-c3ccccc3)c(=O)c3c4c(sc3n12)CCC4,-0.038,17*,0%,5,-0.5,8.4,-5,97,1.1
CC(=O)N1CCN(C(=O)CNc2cc(C(F)(F)F)ccc2OCC(F)(F)F)CC1,0.36,x,6%,6,-0.64,-2.6,1,88,1.1
O=C(CSc1nnc(-c2ccccc2)o1)N1CCc2ccccc2C1,-0.84,-0.42,2%,11,-0.53,-0.3,-19,132,1
CCOC(=O)c1[nH]c2ccccc2c1NC(=O)C(C)(C)C,0.13,4.5*,4%,8,0.86,-1.3,0,x,1.9
Cc1ccc(-c2nnc(SCc3ccccc3F)o2)cc1,-0.44,-2.1,4%,2,1,0.3,3,122,1.1
Cc1oc(-c2ccccc2F)nc1CN1CCC(C(=O)NC2CCCCCCC2)CC1,-1.1,-0.86,8%,0,-0.38,-1.9,-5,88,1.1
CN(C)CCNC(=O)C(C(=O)c1ccc(F)cc1)n1ccccc1=O (centres undefined),0.36,0.044,1%,4,-0.062,120*,-6,102,1.2
CCC(=O)Nc1ccc(C(=O)CSc2nnc(-c3cccnc3)o2)cc1,1.2,0.24,6%,5,0.87,-2.8,-2,82,1.1
CC1CCN(c2nc(-c3ccc(F)cc3)cc(C(F)(F)F)n2)CC1,x,x,2%,4,x,-0.7,x,107,1.6
COC(=O)c1ccccc1NC(=O)C1CCN(C(=O)c2cc(OC)cc(OC)c2)CC1,-0.11,4.3,1%,10,-0.13,-0.1,-3,114,1.2
CCOC(=O)c1cnc2c(-c3ccccc3)cnn2c1N,0.33,-2.3,3%,0,0.42,-2.1,-3,110,2.1*
Cc1nc(N2C(=O)C(=O)/C(=C(/O)c3ccccc3)C2c2ccco2)sc1C (centres undefined),-0.28,-0.059,5%,10,-0.076,1.9,-7,107,1.1
O=C(Cn1c(=O)sc2ccccc21)NCc1ccccn1,-1.3,-0.27,6%,0,-0.81,-3.9,1,108,1.1
Cc1nnc(Sc2nc(Sc3nnc(C)s3)nc(N3CCN(C)CC3)n2)s1,0.026,-0.52,6%,4,-0.014,4.1,-5,-33*,1.1
CCOc1ccc(CCNS(=O)(=O)c2cnc[nH]2)cc1OCC,0.22,25*,2%,-3,0.51,0.6,-1,152,1.1
O=C(Oc1cccnc1)c1cc2ccccc2oc1=O,-1.5,x,2%,8,-0.45,-0.1,0,143,1.2
CSc1nc2ccc(S(=O)(=O)Nc3c(C)n(C)n(-c4ccccc4)c3=O)cc2s1,-2.8*,-2.1,8%,3,6.1*,-0.9,0,94,1.1
COc1ccc(OC)c(NC2c3ccccc3C(=O)N2c2cccnc2)c1 (centres undefined),0.92,0.55,3%,9,-0.13,-0.7,0,93,1.1
O=S(=O)(NC1=NCCCCC1)c1cccs1,-0.55,0.6,2%,3,-0.69,-0.7,x,89,1.1
CC(=O)Nc1ccc(S(=O)(=O)CCC#N)cc1,0.14,-0.38,3%,8,-0.44,-0.7,-1,87,1
CC(=O)c1cccc(NC(=O)c2ccc(S(=O)(=O)N3CCCCC3)cc2)c1,-0.079,-0.0058,9%,-3,2.8,-0.8,-7,61,1.1
CCCN(CCC)CCCNC(=O)CS(=O)Cc1nc(-c2ccc(OC)c(OC)c2)oc1C (centres undefined),-0.13,0.48,3%,5,0.057,-2.3,-3,115,1.1
CC1(C)NC(=O)N(CC(O)COc2ccc(N3C(=O)c4ccccc4C3=O)cc2)C1=O (centres undefined),1.1,0.78,8%,1,0.29,-2.9,-1,77,1.1
CCCCc1nnc(NC(=O)C=C(C)C)s1,-0.26,0.21,3%,-2,1.1,-2.8,-8,43,1.2
COc1ccc(/C(O)=C2/C(=O)C(=O)N(CCN(C)C)C2c2ccccn2)cc1OC (centres undefined),0.62,0.19,3%,10,0.79,2.7,-6,113,0.99
COCCOC(=O)C1=C(C)NC2=C(C(=O)CC(C)(C)C2)C1c1ccc(N(C)C)cc1 (centres undefined),-0.58,-5.8*,6%,6,-0.034,0.1,-4,125,1.2
Cc1ccc2c(CNCc3ccco3)cc(=O)oc2c1,-0.15,-1.1,4%,8,0.27,-2.5,-5,97,1
CCCN1C2=NCCN2c2cc(C)c(C)cc21,-0.023,-1.7,3%,-2,-0.88,-1.0,4,137,1.1
COc1ccccc1Oc1ccc2c(c1)C(=O)N(c1cccc(O)c1)C2=O,-0.045,-1.6,5%,9,0.45,-1.2,1,114,0.97
Cc1ccc(S(=O)(=O)n2nc(OC(=O)C3CCCCC3)cc2N)cc1,0.21,x,0%,-5,-0.3,-4.0,-4,85,1.2
Cc1ccc(OCC(=O)Nc2ccc(N3CCCC3)cc2)cc1C,-3.6*,-1,1%,3,-0.93,-3.8,-3,113,1.1
Cc1ccc(Cl)cc1N1CCN(C(=O)CN2C(=O)c3cccc4cccc2c34)CC1,-0.53,0.45,5%,9,-1.7,-1.4,-7,123,1.5
CCOC(=O)c1cnc(Nc2nc3ccccc3o2)nc1CSc1nnc(C)s1,0.023,-0.12,9%,x,-0.45,0.5,-7,94,1.1
COc1ccc2[nH]c(=O)c(CN(C(=O)COc3ccccc3)C(C)C)cc2c1,0.5,0.77,4%,-10,0.26,-2.0,0,117,2.6*
COc1cccc(C2C(C(=O)c3ccc(C)o3)=C(O)C(=O)N2CCCN(C)C)c1 (centres undefined),-0.094,-0.18,3%,8,0.12,-0.3,-3,125,1
Cc1nnc(SCCn2c(N3CCN(Cc4ccccc4)CC3)nc3c2c(=O)[nH]c(=O)n3C)s1,-4.1*,1.3,7%,7,-1.3,0.0,-5,103,1

In the list so far, these contain a Cl atom.
SMILES,M1 antagonist,D1 mod,NADH enzymes,Ec RNAP inh,M1 agonist,5HT1a ag,Hsp90 inh,Her2 expr inh,Autofluor 339
CCn1ncc(Br)c1C(=O)Nc1ccc(Cl)cn1,0.87,2.1,0%,-6,0.51,0.1,0,97,1.1
Cc1ccc(Cl)cc1N1CCN(C(=O)CN2C(=O)c3cccc4cccc2c34)CC1,-0.53,0.45,5%,9,-1.7,-1.4,-7,123,1.5

(more compounds)
SMILES,M1 antagonist,D1 mod,NADH enzymes,Ec RNAP inh,M1 agonist,5HT1a ag,Hsp90 inh,Her2 expr inh,Autofluor 339
O=C1CC(c2ccc(F)cc2)CC(O)=C1C=NCCN1CCN(C(=O)Nc2ccccc2)CC1 (centres undefined),-0.71,-1.1,5%,5,1.7,1.5,1,78,1.1
CCc1sc(C(=O)NC2CCN(C)CC2)cc1Br,-0.57,-3.7,3%,2,0.1,-1.4,-1,106,1.1
N=c1sccn1CC(=O)Nc1ccc(S(=O)(=O)N2CCOCC2)cc1,-0.0085,-0.38,3%,2,0.12,-2.5,-4,107,1.1
COc1ccc(-c2nc(CN3CCC(C(=O)NC(C)C)CC3)c(C)o2)cc1OC,-0.38,0.0015,5%,8,-0.062,0.2,-1,96,1.1
Cc1nn(C)c(C)c1S(=O)(=O)N1CCC(C(=O)NC2CCCCC2)CC1,0.16,0.49,2%,2,0.017,1.1,3,89,1.1
COc1cc(CSc2ncn[nH]2)c(OC)cc1CSc1ncn[nH]1,0.51,-1.6,7%,8,-1.3,-0.1,3,70,1.1
CCOc1ccc(-c2nc(=S)[nH][nH]2)cc1,-5.2*,-0.27,5%,6,1.5,1.0,-1,77,1.1
COc1cccc2cc(C(C)N(CCCN3CCOCC3)C(=O)Nc3ccc(Cl)cc3)oc12 (centres undefined),-0.42,0.26,2%,3,-0.27,-2.2,0,76,1.1
COC(=O)c1ccccc1N1C(=O)[C@@H]2C(c3ccc(F)cc3)=NO[C@@H]2C1=O,0.82,0.99,4%,7,-0.49,-3.0,0,102,1.2
COC(=O)C1=C(C)N(CCc2ccc(OC)cc2)C(=O)C1,0.88,0.23,2%,2,-0.0075,-1.9,-2,121,1.1
O=C(CC(=O)N1CCN(c2ccccn2)CC1)Nc1ccc2nc3n(c(=O)c2c1)CCCCC3,0.52,-0.24,6%,3,-0.059,11,-4,70,1.1
CCCCC(CC)Cn1c(N)c(C#N)c2nc3ccccc3nc21 (centres undefined),0.87,-0.092,8%[fluoresces],-2,-0.16,46*,-6,98,5*
Cc1noc(C)c1CN1C(=O)NC(Cc2ccccc2)(Cc2ccccc2)C1=O,x,x,7%,3,x,-3.0,2,101,1.1
N#CCCSc1nc(N2CCOCC2)c2c(c1C#N)CCCC2,0.32,x,1%,1,1.6,3.4,1,98,1.1
COc1ccc(C2C3=C(CCCC3=O)Nc3nc4ccccc4n32)c(OC)c1OC (centres undefined),0.094,0.58,4%[fluoresces],-8,1.4,-3.2,0,74,5.1*
Cc1ccc(Cn2nnc3c(=O)[nH]c(C4CCCN(C(=O)Nc5ccc(F)cc5)C4)nc32)cc1 (centres undefined),0.002,2.1,3%,12,-0.068,0.6,x,61,1.1
N#Cc1nc(Cc2ccccc2)oc1N1CCC(C(N)=O)CC1,0.21,-2.1,8%,2,-0.58,0.7,-1,123,1.1
O=c1cc(O)n(-c2ccccc2F)c(=S)[nH]1,0.52,-0.53,7%,x,0.18,1.0,-3,92,1.1
c1ccc(CNc2ccc3c(c2)ncn3C2CCCCC2)nc1,-4.9*,-0.52,1%,-5,0.82,-0.1,0,111,1.1
COCCOC(=O)C1=C(C)N=c2s/c(=C\c3cccs3)c(=O)n2C1c1cccs1 (centres undefined),0.048,-0.63,11%,6,3.6,0.2,-3,103,1
O=C1[C@H]2[C@@H](C(=O)N1c1cc(Cl)cc(Cl)c1)[C@]1(C(=O)Nc3ccccc31)N1CCC[C@@H]21,0.48,0.28,4%,12,-0.78,6.0,-26,79,1.2
Cc1cc(NC(=O)CCCC(=O)O)nc(C)n1,0.11,-1.2,4%,1,0.42,-1.1,-2,96,1.1
O=c1c2ccccc2[nH]c(=S)n1CCN1CCC(=C(c2ccc(F)cc2)c2ccc(F)cc2)CC1,-0.033,-3.4,4%,5,-0.53,0.6,-2,93,1
CCOC(=O)c1c(NCc2ccc3c(c2)OCO3)c2ccccc2[nH]c1=O,-0.042,2.6,11%,11,-0.52,-1.3,-1,99,1.1
COc1ccccc1C1CC(c2ccc(C)cc2)Nc2ncnn21 (centres undefined),0.1,-0.045,3%,-10,-0.31,0.9,-1,111,1
O=C(NCc1ccco1)Nc1ccc2snnc2c1,-1.9,0.096,2%,-3,-0.55,-1.6,x,113,1.1
CCCc1cc(C(=O)Nc2sc3c(c2C#N)CCC3)no1,-0.29,-2,4%,5,-1.6,-3.1,-1,73,1
O=C(CCn1c(=O)oc2ccccc21)N1CCN(c2ccccc2F)CC1,-0.24,0.93,5%,2,0.64,-0.4,-1,100,1.1
Cc1cccc(NC(=O)c2sc3nc(-c4ccccc4)cn3c2C)n1,-0.72,0.14,2%,x,2.4*,2.7,-5,100,1.2

Random excerpt: two records from the list, in no set order.
SMILES,M1 antagonist,D1 mod,NADH enzymes,Ec RNAP inh,M1 agonist,5HT1a ag,Hsp90 inh,Her2 expr inh,Autofluor 339
Cc1cc(NC(=O)CCCC(=O)O)nc(C)n1,0.11,-1.2,4%,1,0.42,-1.1,-2,96,1.1
CCOC(=O)c1c(NCc2ccc3c(c2)OCO3)c2ccccc2[nH]c1=O,-0.042,2.6,11%,11,-0.52,-1.3,-1,99,1.1
